Arr AP2 block = human beta-arrestin and AP2 interaction inhibition. FITC-arrestin peptide / GST-AP2 beads, flow cytometry; AP2 beta2 appendage carries R879A mutation. inhibition, % at 10 µM. 340,000 tested, 0.31% active;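 active = inhibition above a set limit, near 3 SD of compounds lacking own fluorescence, cut at about 54% in these data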;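 also: plate controls were DMSO wells for no effect and 5 µM unlabelled arrestin peptide for full effect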
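system = GST-tagged AP2 beta2-adaptin appendage (R879A) on 4 µm glutathione beads | reagent = FITC-labelled arrestin peptide probe, 50 nM final | schedule = compound with beads 12 min RT, then probe 1 h RT | signal = HyperCyt-sampled flow cytometry, FL1 channel, ex 488/em 535 nm | read-out = percent response from loss of bead-bound FITC fluorescence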
LANA DNA inh = blocks KSHV LANA C-terminal domain binding to DNA; 340,000 tested, 0.078% active; MBP-C-LANA/FAM-LBS DNA binding, fluorescence polarization; AID 504423; inhibition, % at 9 µM;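 active = highest replicate inhibition at or above 60% at 9 µM, even if other replicates fall short; inactive = all replicates below 60% inhibition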;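 also: 0% = neutral control wells and 100% = 4 µM acridine orange control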
NSD2 HMT inh = NSD2 (human) methyltransferase inhibition | O96028 | NSD2 peptide methylation, AlphaScreen, 120 min | inhibition, % at 12.5 µM | 310,000 tested, 0.54% active | AID 743445; in the data active = inhibition above about 50%
PKA-R2B activ = activators of human PKA-R2B complex. P22694+P31323. PKA-R2B holoenzyme dissociation, Cy5-IP20 fluorescence polarization; R2B truncated from residue 108, S112A mutant; 0% DMSO only, 100% 113 µM cGMP. activation, % at 11.4 µM. 340,000 tested, 0.079% active. AID 504700;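 active = activation above a cutoff set at the mean over all compounds plus 3 SD, cut at about 18% in these data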;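 also: higher means more holoenzyme dissociation and a rise in polarization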
DAGLB inh = blocks human DAGLB lipase activity; Q8NCG7; HEK293T DAGLB membrane lysate, EnzChek fluorogenic substrate; inhibition, % at 5.17 µM; 340,000 tested, 0.059% active; in the data active = inhibition above about 34%;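 also: 0% = enzyme with vehicle and 100% = wells lacking enzyme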
Target sequence (Q8NCG7 whole entry, looked up): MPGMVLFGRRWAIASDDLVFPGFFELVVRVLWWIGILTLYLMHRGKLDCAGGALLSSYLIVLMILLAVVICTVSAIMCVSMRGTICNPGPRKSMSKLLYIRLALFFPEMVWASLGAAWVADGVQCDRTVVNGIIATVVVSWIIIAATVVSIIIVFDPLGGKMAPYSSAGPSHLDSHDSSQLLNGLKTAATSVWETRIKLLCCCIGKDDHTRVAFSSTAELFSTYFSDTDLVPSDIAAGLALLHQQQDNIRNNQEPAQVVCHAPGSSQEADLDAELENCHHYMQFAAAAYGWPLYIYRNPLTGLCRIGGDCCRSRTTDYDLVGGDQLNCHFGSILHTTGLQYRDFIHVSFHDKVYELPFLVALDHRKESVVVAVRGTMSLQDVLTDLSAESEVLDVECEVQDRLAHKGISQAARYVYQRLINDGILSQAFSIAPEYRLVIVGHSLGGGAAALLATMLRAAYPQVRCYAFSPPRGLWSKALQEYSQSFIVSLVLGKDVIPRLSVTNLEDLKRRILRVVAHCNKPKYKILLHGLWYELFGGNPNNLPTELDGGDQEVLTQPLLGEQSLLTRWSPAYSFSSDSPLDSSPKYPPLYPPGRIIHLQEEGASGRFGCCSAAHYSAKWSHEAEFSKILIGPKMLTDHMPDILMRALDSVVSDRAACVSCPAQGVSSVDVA
PvdQ acylase = P. aeruginosa PvdQ acylase inhibition | AID 488965 | 340,000 tested, 0.063% active | inhibition, % at 10 µM | purified PvdQ acylase, fluorescence plate reader; in the data active = inhibition above about 30%, passing the limit was not always enough;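 also: 0% = vehicle neutral wells and 100% = reference inhibitor wells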
SR-BI DiI-HDL act = activators of SR-BI mediated HDL lipid uptake; 320,000 tested, 0.096% active; activation, % at 12.5 µM; CHO ldlA[mSR-BI] cells, DiI-HDL uptake fluorescence, 3 h; 100 = double the neutral-control signal; AID 504775;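 active = mean replicate activation of at least 60% and every replicate at or above 60%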;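 also: 0% = median plate neutral-control signal and 100% = twice that signal; values of inactives mirror those of a sister screen read the other way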
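Test system: SR-BI-overexpressing, LDLR-lacking CHO cells. Measured by: DiI fluorescence, bottom read. Medium: Ham's F12 with 0.5% BSA, HEPES 25 mM, pH 7.4. Timing: 3 h uptake period with compound, 37 °C.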
Cardiac RTF inh = cardiac RTF calcium desensitization | AID 493244 | inhibition, % at 7.15 µM | 340,000 tested, 0.12% active | P19429+P45379 | IANBD-labeled cardiac RTF, Ca2+ fluorescence;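 active = inhibition above the mean inhibition of all tested compounds plus 3 SD, cut at about 17% in these data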;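 also: assay run at fixed EC70 calcium of 1.6 mM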
Keap1-Nrf2 PPI = disrupts human Keap1 binding to Nrf2 peptide; Keap1 Kelch-Nrf2 peptide fluorescence polarization, 1536-well; inhibition, % at 9.4 µM; 340,000 tested, 0.15% active; AID 504523; in the data active = inhibition above about 12%;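 also: human Keap1 Kelch domain with fluorescein labeled Nrf2 9mer peptide probe; 0% = neutral control wells and 100% = peptide positive control; higher means more block of Keap1 binding to Nrf2 peptide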
SR-BI DiI inh = blocks mouse SR-BI lipid uptake from DiI-HDL. 320,000 tested, 0.96% active. inhibition, % at 12.5 µM. Q61009. ldlA[mSR-BI] CHO cells, DiI-HDL uptake fluorescence, 3 h;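 active = mean replicate inhibition of at least 70% and a set share of replicates each scoring 70 or more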;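 also: 0% = median of neutral control wells and 100% = median of positive control wells; values of inactives mirror those of a sister screen read the other way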
An asterisk follows results filed as active; · = no result given.

Each structure is followed by: Arr AP2 block	LANA DNA inh	NSD2 HMT inh	PKA-R2B activ	DAGLB inh	PvdQ acylase	SR-BI DiI-HDL act	Cardiac RTF inh	Keap1-Nrf2 PPI	SR-BI DiI inh
Cc1ccccc1-n1nnnc1SCC(=O)c1c(N)n(C)c(=O)n(C)c1=O
  0	-1.1	0	-7	-1	-8	11	5	-5	-11
COc1ccc(CC(=O)Nc2ccc(-c3noc(COc4ccccc4C)n3)cc2)cc1
  24	0.2	-1	0	-6	5	-24	1	1	24
CCOC(=O)c1cn(-c2ccccc2)nc1-c1cccnc1
  3	-0.2	0	-4	-4	-14	-19	-23	-7	19
COc1ccc(CCNC(=O)Cn2c(=O)n(-c3ccc(F)cc3F)c(=O)c3sccc32)cc1OC
  7	1.7	-17	0	3	-10	-15	0	4	15
Cc1c(C(=O)Nc2ccc(Cl)cc2)c2ccccn2c1C(=O)c1ccc([N+](=O)[O-])cc1
  32	0.1	-5	0	1	9	-25	-8	-4	25
Cc1ccc(C2=NC3(CCCC3)N=C2SCC(=O)Nc2ccc3c(c2)OCCO3)cc1
  5	-1.2	·	9	-22	-34	-3	-7	-2	3
CCc1ccccc1NC(=O)CNC(=O)CCc1nc2sc3c(c2c(=O)[nH]1)CCCC3
  11	3.0	5	-8	3	-9	-9	-5	-5	9
O=C(CC1Nc2ccccc2NC1=O)NCCCN1CCCCCC1 (centres undefined)
  7	-4.1	0	2	-2	-9	27	-16	-7	-27
Cc1ccc(C(=O)N/C(=C/c2ccc(F)cc2)C(=O)NCc2ccncc2)cc1
  2	-0.1	0	1	1	-6	23	2	1	-23
O=C(CCN1C(=O)c2cccc([N+](=O)[O-])c2C1=O)Nc1nccs1
  5	0.1	1	-1	0	-7	-1	-1	0	1
O=C1CC(C(=O)N2CCN(c3ccccc3Cl)CC2)CN1Cc1ccccc1 (centres undefined)
  29	0.3	-1	0	-1	5	4	-3	5	-4
Cc1nn(Cc2cccc(C(=O)NN)c2)c(C)c1Cl
  -15	-0.1	0	-7	-6	-9	-14	3	-2	14
Cc1cccc(NS(=O)(=O)c2ccc(C)c(C(=O)NNC(=O)c3csc(N4CCOCC4)n3)c2)c1
  25	1.4	2	0	2	-4	-18	-8	-2	18
Cc1ccc(-c2csc(NC(=O)c3ccno3)n2)cc1
  2	-0.6	12	0	7	-8	-14	-15	-1	14
CN(CC(=O)Nc1cc(S(=O)(=O)N2CCOCC2)ccc1Cl)C1CCS(=O)(=O)C1 (centres undefined)
  40	0.1	-1	-5	-1	-9	16	-5	-3	-16
COc1ccc(N2C(=O)C(CC(N)=O)N(NC(=O)CCc3ccccc3)C2=O)cc1 (centres undefined)
  9	0.5	-2	-7	0	-9	6	-4	-3	-6
Cc1ccc(/C=C/C(=O)NC2CCS(=O)(=O)C2)cc1 (centres undefined)
  8	2.0	-2	-3	-2	-2	20	-1	2	-20
CCOc1ccc(N(C)C(=O)CCc2nnc3ccc(NCc4ccco4)nn23)cc1
  -7	1.9	7	2	3	-8	13	-2	-2	-14
C/C(=N\NC(N)=O)c1ccccc1Cl
  2	0.8	0	-1	0	9	15	-1	1	-15
CC(OC(=O)c1cccnc1)C(=O)Nc1ccc2c(c1)OCO2 (centres undefined)
  15	-0.1	-3	-8	2	8	10	-5	-3	-10
COc1ccc(-c2c(C)nn3c(-c4ccccc4)cc(C)nc23)cc1
  18	-0.5	·	6	0	-1	-34	-4	3	34
COc1ccc(-c2nc3ccc(N4CCN(C)CC4)cc3c(=O)[nH]2)cc1
  21	1.5	-5	5	-1	-5	-4	-9	-4	4
COCCCNC(=O)Cc1ccccc1OC
  27	0.1	4	0	-4	-5	25	-17	-3	-25
O=C(CN1C(=O)NC2NC(=O)NC21)NC1CCCCC1 (centres undefined)
  2	-1.0	-1	-6	0	-6	17	3	2	-17
CCN(CC(=O)NCc1ccc(Cl)cc1)C(=O)c1sccc1C
  -11	1.8	-2	3	-2	-8	8	2	3	-8
COC(=O)c1cccc(N(C(=O)c2cnccn2)C(C(=O)NCc2ccccc2)c2ccco2)c1 (centres undefined)
  26	0.9	-5	-3	-1	-1	22	2	2	-22
CN(C)CCCN(C(=O)c1cccc(N2C(=O)CCC2=O)c1)c1nc2cc3c(cc2s1)OCO3
  9	-4.3	1	6	0	-5	·	-2	-3	·
Cc1cc(S(=O)(=O)Nc2nc(CN3CCOCC3)nc3sc4c(c23)CCC4)ccc1F
  -2	0.9	3	-2	3	-15	-18	-2	-6	18
Cc1ccc(C(=O)C2=C(O)C(=O)N(c3ncccn3)C2c2ccccc2F)o1 (centres undefined)
  43	-3.5	7	6	0	3	14	5	3	-14
O=[N+]([O-])c1cccc(-c2csc(Nc3ccccc3)n2)c1
  17	-1.2	-2	-12	2	10	-87	-2	-6	87*
COC(=O)c1ccc(COC(=O)c2ccc(CS(=O)(=O)c3ccc(C)cc3)cc2)cc1
  28	-2.6	2	-6	0	6	-10	5	3	10
COC(C(=O)Nc1ccnn1C1CCN(C(=O)c2ccc(C)cc2)CC1)c1ccccc1 (centres undefined)
  19	0.2	-4	2	-4	-15	16	-8	-6	-16
Fc1cccc2sc(N3CCCC3)nc12
  -28	-1.1	-5	2	1	18	11	-9	-2	-11
CCC(=O)NC(=S)Nc1ccc(NC(=O)c2ccc(OC)cc2)cc1
  1	1.2	-2	0	2	2	4	0	1	-4
COc1ccc(-n2c(C)c3c(OC)cccc(=O)c3c2C)cc1
  5	-0.1	9	-2	4	-13	-26	-6	-7	26
Cc1ccc(S(=O)(=O)N2[C@@H](c3ccc(C(C)(C)C)cc3)C(C(=O)O)=CC[C@H]2c2ccc(C(C)C)cc2)cc1
  0	-2.7	·	-1	17	0	-5	11	-1	5
COc1ccc(S(=O)(=O)CC(=O)Nc2nnc(C(F)(F)F)s2)cc1
  -8	-1.1	1	-1	1	-1	15	-1	-2	-15
CCOC(=O)N1CCN(C(=O)c2ccc3c(c2)N(Cc2ccc(F)cc2)CCS3)CC1
  4	-1.4	·	-4	3	-15	-43	-3	0	43
COC(=O)c1c(NC(=O)CC2NCCNC2=O)sc2c1CCCC2 (centres undefined)
  -1	0.4	-1	-4	1	-11	-43	-9	0	43
CCC(CC)c1nnc(NC(=O)C2CSC3(C)CCC(=O)N23)s1 (centres undefined)
  34	-1.3	-2	1	1	-8	-20	-14	1	20
Cc1ccc(/C=C/C(=O)Nc2ncc(C)s2)o1
  15	1.8	7	-3	-2	11	-37	-10	-9	37
Cc1nn(C)c(C(=O)N/N=C/c2cc3c(cc2Br)OCO3)c1Br
  -5	-1.1	-1	0	0	-8	-20	-2	-1	20
CC(C)CCn1c(=O)c2ccccc2n2c(CN3CCOCC3)nnc12
  0	-0.1	1	-11	-1	-5	10	4	-1	-10
Cc1nc2sc3c(c2c(=O)o1)CCC3
  4	1.2	2	-1	0	-11	35	-3	-5	-35
COc1ccccc1NS(=O)(=O)c1ccc2oc(SCc3ccc(F)cc3)nc2c1
  -5	3.7	-4	5	-7	-18	-11	-7	2	11
Cc1noc(C)c1CSCC(=O)Oc1ccc(N(C)S(=O)(=O)c2ccccc2)cc1
  -8	-2.0	-5	0	2	-13	19	-22	-4	-19
O=C(N/C(=C/c1ccc(F)cc1)C(=O)N1CCCCC1)c1ccco1
  1	-0.8	6	10	1	-9	12	-12	0	-12
Nc1nc(NC2CCCCC2)nc(NCCO)c1[N+](=O)[O-]
  42	2.0	-1	-10	-8	1	-12	3	5	12
Cc1ccc(-c2nc(CN(C)Cc3cccc4cnccc34)c(C)o2)s1
  3	-0.2	7	-9	-1	51*	-38	4	-3	38
COc1ccc(F)cc1S(=O)(=O)N1CCCC(C)C1 (centres undefined)
  27	-0.5	1	-4	1	-1	24	-4	0	-24
COC(=O)c1ccc(Oc2cc(C)nc(-n3nc(C)cc3C)n2)cc1
  -5	1.6	-6	8	2	-8	·	-4	3	·
O=[N+]([O-])c1cccc(C(=S)N2CCCC2)c1
  20	-0.5	1	2	0	21	4	0	-6	-4

An excerpt from above in order of formula weight, highest first:
Each structure is followed by: Arr AP2 block	LANA DNA inh	NSD2 HMT inh	PKA-R2B activ	DAGLB inh	PvdQ acylase	SR-BI DiI-HDL act	Cardiac RTF inh	Keap1-Nrf2 PPI	SR-BI DiI inh
Cc1noc(C)c1CSCC(=O)Oc1ccc(N(C)S(=O)(=O)c2ccccc2)cc1
  -8	-2.0	-5	0	2	-13	19	-22	-4	-19
Cc1ccc(-c2nc(CN(C)Cc3cccc4cnccc34)c(C)o2)s1
  3	-0.2	7	-9	-1	51*	-38	4	-3	38
CC(C)CCn1c(=O)c2ccccc2n2c(CN3CCOCC3)nnc12
  0	-0.1	1	-11	-1	-5	10	4	-1	-10
COC(=O)c1c(NC(=O)CC2NCCNC2=O)sc2c1CCCC2 (centres undefined)
  -1	0.4	-1	-4	1	-11	-43	-9	0	43
O=C(N/C(=C/c1ccc(F)cc1)C(=O)N1CCCCC1)c1ccco1
  1	-0.8	6	10	1	-9	12	-12	0	-12
COC(=O)c1ccc(Oc2cc(C)nc(-n3nc(C)cc3C)n2)cc1
  -5	1.6	-6	8	2	-8	·	-4	3	·
Nc1nc(NC2CCCCC2)nc(NCCO)c1[N+](=O)[O-]
  42	2.0	-1	-10	-8	1	-12	3	5	12
COc1ccc(F)cc1S(=O)(=O)N1CCCC(C)C1 (centres undefined)
  27	-0.5	1	-4	1	-1	24	-4	0	-24
Cc1ccc(/C=C/C(=O)Nc2ncc(C)s2)o1
  15	1.8	7	-3	-2	11	-37	-10	-9	37
O=[N+]([O-])c1cccc(C(=S)N2CCCC2)c1
  20	-0.5	1	2	0	21	4	0	-6	-4
Cc1nc2sc3c(c2c(=O)o1)CCC3
  4	1.2	2	-1	0	-11	35	-3	-5	-35

Rows were taken by chance. About 2.1% of those tested had a hit in this group.
